# TRPML3 agonist: activates the human TRPML3 channel | Q8TDD5 | 220,000 tested, 0.29% active | AID 1448 | HEK293 TRPML3-YFP, Fluo-8 calcium fluorescence; 100% = the carbachol control signal | activation, % at 3 µM;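 active = activation above its plate's cutoff, the mean activation of the plate's test wells plus 3 SD, cut at about 12% in these data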;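 note: 0% = DMSO only wells and 100% = carbachol wells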
#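 system = HEK293 cells stably carrying human TRPML3-YFP | doses = one concentration, 3 µM nominal, 0.3% DMSO | timing = dye loading 1 h 37 °C then 30 min ambient, 125 s read | detection = Fluo-8 calcium dye fluorescence, ex 470-495, em 515-575 nm | benchmarks = high control carbachol 87 µM, low control DMSO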
# Runt-SMMHC FRET: Runt domain-CBFb-SMMHC interaction inhibition | Cerulean-Runt/Venus-CBFb-SMMHC FRET ratio 530/480, 1 h | inhibition, % at 20 µM | 220,000 tested, 0.74% active;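 active = mean inhibition across duplicate retests at 20 µM reaching about 50%, limit read from the data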;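 note: 0% = DMSO wells and 100% = wells with excess untagged CBFb-SMMHC; inhibitors lower the FRET ratio by blocking Runt binding to CBFb-SMMHC; some results filed as inactive read as strong as hits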
# EBV gp42 inh: EBV gp42 inhibition. inhibition, % (tested at 21.74 µM). Q1HVG2. Fluorescence polarization binding assay, mP read-out. 220,000 tested, 0.42% active. AID 1085; in the data active = inhibition above about 50%
# Target sequence (Q1HVG2 whole entry, looked up): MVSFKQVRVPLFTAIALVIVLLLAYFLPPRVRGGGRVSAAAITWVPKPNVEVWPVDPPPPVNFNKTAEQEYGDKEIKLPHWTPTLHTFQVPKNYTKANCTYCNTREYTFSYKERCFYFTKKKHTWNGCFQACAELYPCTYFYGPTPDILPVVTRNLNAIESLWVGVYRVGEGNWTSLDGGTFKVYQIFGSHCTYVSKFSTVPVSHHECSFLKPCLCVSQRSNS
# MDM2 E3 inh: blocks human Mdm2 ubiquitin ligase activity; signal enhancement, % at 5 µM; AID 1230; cell-based MDM2 ubiquitination luciferase reporter, 2 h; 0 = plate control, 100 = twice control, blank-subtracted; 210,000 tested, 0.11% active; Q00987;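 active = signal enhancement of 30% or more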;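 note: luminescence tracks abundance of the self-degrading MDM2-luciferase fusion protein; higher signal means inhibition of MDM2 E3 ligase activity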
# Target sequence (Q00987 whole entry, looked up, the tested form may be a part): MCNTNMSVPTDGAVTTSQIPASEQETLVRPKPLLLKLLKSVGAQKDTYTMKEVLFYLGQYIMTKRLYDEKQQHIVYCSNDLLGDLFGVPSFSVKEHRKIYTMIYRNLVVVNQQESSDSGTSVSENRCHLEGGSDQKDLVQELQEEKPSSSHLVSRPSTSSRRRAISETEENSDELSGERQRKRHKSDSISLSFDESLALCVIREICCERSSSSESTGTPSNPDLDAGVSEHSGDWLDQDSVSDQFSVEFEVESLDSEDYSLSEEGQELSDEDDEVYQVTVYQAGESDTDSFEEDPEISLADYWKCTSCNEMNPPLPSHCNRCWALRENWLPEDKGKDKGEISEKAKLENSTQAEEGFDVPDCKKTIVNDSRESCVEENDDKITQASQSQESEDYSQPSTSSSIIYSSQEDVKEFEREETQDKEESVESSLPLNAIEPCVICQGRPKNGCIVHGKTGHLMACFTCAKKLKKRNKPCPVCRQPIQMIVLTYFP
#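 Material: stable MDM2–luciferase fusion reporter cells / Quantity: 2000 cells/well / Dosing: single 5 µM compound dose, 0.2% final DMSO / Buffer or medium: DMEM / Schedule: 4 h cell settling then 2 h compound exposure, 37 °C / Detection: luminescence with SteadyLite reagent, 15 min at room temperature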
# CHOP inh: inhibitors of CHOP induction in ER stress response; inhibition, % at 10 µM; CHO-K1 CHOP-promoter luciferase, tunicamycin-induced, 15-18 h; 220,000 tested, 3.8% active;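 active = compounds that reduced the stress-induced luciferase reporter signal by more than about 70% of percent inhibition, limit read from the data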;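 note: 0% = tunicamycin plus vehicle and 100% = wells without tunicamycin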
# NCF1 inh: blocks human p47phox regulatory protein of NADPH oxidases; p47phox/p22phox peptide binding, fluorescence polarization, 2 h; AID 1274; inhibition, % at 24.7 µM; P14598; 220,000 tested, 0.53% active;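 active = inhibition above about 30%, limit read from the data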;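 note: 0% = p47phox with labelled peptide and 100% = labelled peptide alone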
# PPC-1+TRAIL kill: compounds killing PPC-1 cancer cells with TRAIL present (potentiator screen, no TRAIL-free arm) | PPC-1 cells + TRAIL, ATPLite viability luminescence | cell killing (% activity), % at 4 µM | 220,000 tested, 0.41% active | AID 1443;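 active = cell killing above 50% in the first pass at 4 µM, then a duplicate retest at 5 µM averaging 50% or more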;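 note: plate controls were cells with TRAIL plus DMSO for no effect and medium-only wells lacking cells for full effect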
# zfTRPN1 agonist: zebrafish TRPN1 (NompC) channel agonism; HEK293 zebrafish TRPN1-YFP, Fluo-8 calcium fluorescence; 100% = response to 87 µM carbachol; activation, % at 3 µM; 220,000 tested, 0.18% active;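 active = activation above its plate's cutoff, the mean activation of test wells on that plate plus 3 SD, cut at about 19% in these data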;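 note: 0% = DMSO alone and 100% = 87 µM carbachol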
#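 Assay system: Zebrafish TRPN1-YFP in HEK293 cells | Incubation: Dye loading 1 h at 37 °C, then 30 min room temperature | Measured by: Kinetic Fluo-8 fluorescence, ex 470-495, em 515-575 nm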
# TNF necrop inh: blocks TNF-alpha induced death of Jurkat FADD-/- cells; Jurkat FADD-/- TNF necroptosis rescue, ATP luminescence, 24 h; 0 = TNF only, 100 = no-TNF cells; activation (protection from cell death), % at 10 µM; 220,000 tested, 0.068% active; AID 463075;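 active = activation, meaning protection from cell death, of at least 50% relative to plate controls; inactive = activation below 50%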;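 note: necroptosis triggered by 40 ng/mL TNF-alpha added together with compound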
# Numbers without * were called inactive; nt = not tested or not shown. Compounds as they come. About 5.9% of those tested had a hit in this group.
compound,TRPML3 agonist,Runt-SMMHC FRET,EBV gp42 inh,MDM2 E3 inh,CHOP inh,NCF1 inh,PPC-1+TRAIL kill,zfTRPN1 agonist,TNF necrop inh
Fc1ccccc1COc1cccc(/C=N/n2cnnc2)c1,-0.3,0,7,13,72*,-6,-2,0.6,-4.0
Cc1ccc(S(=O)(=O)Nc2nc3ccccc3nc2Nc2cccc(S(=O)(=O)N3CCCC3)c2)cc1,-0.2,90*,56*,-11,31,-5,28,0.0,-3.2
COc1cc(C2NC(=O)NC(c3ccccc3)=C2C(C)=O)cc([N+](=O)[O-])c1O (centres undefined),0.4,7,-9,nt,5,-10,13,1.3,-0.1
CN1C(=O)Cc2cc(S(=O)(=O)N3CCOCC3)ccc21,0.8,3,-5,1,3,0,12,-1.1,-0.7
O=C(c1ccco1)N1CCN(C(=O)C2CC2)CC1,0.7,-3,0,3,-25,5,5,0.1,0.5
O=C(CSc1nnc(CNc2ccc(F)cc2)n1Cc1ccccc1)NCc1ccccc1,0.2,7,7,0,26,-1,38,0.1,-0.7
O=C(NNS(=O)(=O)c1ccc2ccccc2c1)C1CCN(Cc2ccccc2)CC1,4.5,1,-20,-1,54,-12,-1,4.8,-4.6
O=C(CCN1C(=O)/C(=C\c2ccccc2)SC1=S)NNC(=O)c1cccnc1,0.4,-3,-35,-4,33,-95,12,-0.2,1.8
CCCO/N=C1/C(=O)N(c2ccccc2)c2ccccc21,0.5,0,-7,-7,38,-3,12,-1.9,0.1
COc1ccc(-c2cc(=O)oc3c(C)c(OCc4nn[nH]n4)ccc23)cc1,-0.2,-1,-16,0,-16,-16,-4,-0.1,-0.1
CC(C)Oc1cccc(C(=O)NC(=S)Nc2cccc(C(F)(F)F)c2)c1,-0.3,2,-15,-30,12,-13,8,0.8,0.5
CC(=O)Oc1ccccc1C1OCCN1C(C)=O (centres undefined),0.8,-2,-4,-5,-13,-4,-10,1.5,-2.7
COc1cc(NC(=O)COC(=O)CSc2ccccc2F)c(C)cc1[N+](=O)[O-],0.2,-5,-15,-7,11,-4,22,-0.7,2.4
O=C(CN1C(=O)c2ccccc2C1=O)Nc1cc([N+](=O)[O-])ccc1O,1.2,-5,3,-3,14,-7,-2,0.1,-0.3
Cn1c(CC(=O)Nc2ccc(Cl)c(Cl)c2)nnc1SCC(=O)Nc1nccs1,-0.4,-10,8,-20,6,-51,0,0.2,1.6
CC1(C)CC(NCc2ccc3c(c2)OCO3)CCO1 (centres undefined),0.6,-3,-10,-15,-1,-6,6,1.1,-0.9
Cc1cc(OC(F)F)ccc1NC(=O)Nc1ccc([N+](=O)[O-])cc1,8.7,-6,-7,-15,22,4,2,16,0.1
CCOC(=O)c1cc2occc2n1Cc1c(F)cccc1Cl,0.7,-6,-4,-10,41,-11,26,-1.6,1.0
CC(=O)N1N=C(c2cccc([N+](=O)[O-])c2)OC1c1ccccc1Cl (centres undefined),-0.7,-1,-19,-8,37,1,7,-0.3,7.6
O=C(Nc1ccc(O)cc1)C1CC=CCC1 (centres undefined),-2.0,-4,-11,-10,-3,56*,3,-1.3,-4.8
O=C(NCc1ccco1)c1ccccc1-c1nc(-c2ccccc2)no1,-0.1,3,-7,-17,3,-20,-8,-0.7,-1.0
CN(C)c1nc(C(=O)O)nc(N2CCOCC2)n1,0.4,-3,7,4,1,7,1,-0.1,1.9
COc1ccc(-c2ccc(C#N)c(SCC(=O)NCCc3ccccc3)n2)cc1OC,-0.4,4,0,-18,42,23,29,-1.0,1.6
Cc1noc(C)c1C(=O)N1CCN(c2ccc(OCc3ccccc3)cc2)CC1,0.8,-2,-7,-17,17,0,-13,2.6,-0.1
COc1ccc(-c2nn(C)c(=O)c3ccccc23)cc1CNS(C)(=O)=O,-0.4,-4,-11,6,-6,-3,11,1.2,-3.9
CC(NS(C)(=O)=O)C(c1cccs1)N1CCN(Cc2ccccc2)CC1 (centres undefined),0.3,-1,4,-15,27,169*,29,-0.6,2.3
CSc1cccc(NC(=O)C2CCN(C(=O)c3ccccc3C)CC2)c1,0.4,0,-5,-7,13,2,6,0.0,2.9
CCn1c(C)nc2cc(C(=O)NNS(=O)(=O)c3ccc(C)c(C)c3)ccc21,1.0,-2,0,0,20,-25,1,-0.9,1.0
CCOc1ccc2nc(SCC(=O)Nc3ccc4c(c3)OCCO4)[nH]c2c1,-1.4,1,9,-11,51,-12,43,-1.3,0.5
CC(C)Oc1ccc(OCCCN2CCCCCC2)cc1,0.1,1,4,-10,13,-3,2,1.5,0.3
Cc1c(NC(=S)NCc2ccc(F)cc2)cccc1[N+](=O)[O-],1.7,1,-1,-14,-12,-3,6,4.0,0.7
Cc1csc(NC(=O)C2CCN(C(=O)CSc3nnc(C)n3Cc3ccccc3)CC2)n1,0.5,-2,-7,-7,-2,-11,14,-0.1,0.0
CCN(CC)c1ccc(N=Cc2ccccc2[N+](=O)[O-])cc1,-0.2,-5,-5,-10,50,2,57*,1.9,-1.1
Cc1nn(C)c(C)c1S(=O)(=O)N1CCCC(C(=O)N2CCN(c3ccc(Cl)cc3)CC2)C1 (centres undefined),0.5,-2,3,-7,48,-3,24,2.2,-2.4
COc1ccc(CN2C(=O)Cc3c2nc(N)c2c(N)nc(N4CCCCC4)c(C#N)c32)cc1,0.7,-15,21,-9,31,-23,6,0.6,4.3
CCCOC(=O)C(=O)NNc1ccccc1,1.3,-1,-6,-5,3,-2,13,0.1,-0.8
CC(=O)Nc1cc(C(=O)NCc2ccco2)ccc1Sc1ccc(F)cc1,0.7,-6,-19,-10,19,-45,-2,-0.2,5.1
Cc1nn(C(=O)c2ccccc2)c2c1C(=O)CC(C)(C)C2,0.5,-1,-14,1,-33,-8,2,2.3,-1.5
CSc1n[nH]c(NCc2ccc(Cl)cc2)n1,-0.3,-2,-12,-11,5,-6,21,-2.1,2.0
O=C(N/N=C/c1c(F)c(F)c(F)c(F)c1F)c1cccc(S(=O)(=O)N2CCOCC2)c1,0.1,-3,-3,-6,2,-5,4,2.1,0.7
O=C(COc1ccc2ccc(=O)oc2c1)c1ccccc1,0.4,3,-20,nt,-11,-7,28,0.8,0.2
O=C(O)Cn1c2ccccc2c2ccccc21,0.8,4,-6,-12,4,-8,4,-1.7,0.7
CCOC(=O)c1oc2ccccc2c1CN1CCN(C)CC1,0.5,1,-19,-1,8,-7,29,-0.3,1.4
CC(C)N(Cc1nccn1C)C(=O)CCc1nnc(CCCc2ccccc2)o1,0.7,-7,-17,-6,-29,-3,12,-1.6,1.2
COC(=O)c1ccc(CNC(=O)CNc2cc(C(F)(F)F)ccc2N2CCOCC2)cc1,-0.3,1,-7,-11,-1,-10,9,-0.6,0.4
CC(C)(C)NC(=O)COC(=O)c1ccccc1Oc1ccccc1,-0.5,-1,-5,nt,-5,-19,0,-1.1,0.9
Fc1ccc(-c2nnn(Cc3nc4ccccc4s3)n2)cc1,0.0,49,-5,-4,-9,-18,-19,-0.1,-3.2
CCCn1cnc2c(sc3nc4c(cc32)CSC(C)(C)C4)c1=O,0.8,-5,-9,-9,58,-167,17,1.2,-0.1
CCOC(=O)COc1ccc(S(=O)(=O)Nc2cccc(SC)c2)cc1,2.9,-2,-3,-22,-18,1,26,2.0,0.4
CCOc1ccc(C(=O)N2CCCC2C(=O)O)cc1 (centres undefined),0.5,-5,-2,-4,23,7,18,1.3,-2.9
CC(=O)Nc1cc(C(=O)N2CCc3ccccc3C2)ccc1Sc1ccc(C)cc1,-0.1,1,5,-4,34,-12,-16,0.4,-1.4
O=C(Nc1ccc2c(c1)OCCO2)C1CCCN(S(=O)(=O)c2cnc[nH]2)C1 (centres undefined),1.2,4,-3,-6,12,-11,34,1.2,0.8
Cc1ccc(-n2ncc3c(=O)n(CC(=O)N4CCN(c5ccccc5)CC4)cnc32)cc1C,1.8,-14,-7,-17,-15,-9,0,0.4,0.1
Nc1ccccc1C#CCCCCO,-1.1,-3,-13,nt,-2,1,14,-0.2,-5.9
CC(C)(C)OC(=O)NCCc1nnc(SCC(=O)Nc2ccc(Br)cc2)o1,3.3,1,-4,-11,9,-8,6,9.3,0.5
Cc1cc(C)cc(NC(=S)/C(=C(\[O-])c2ccc(Cl)cc2Cl)[n+]2ccc(C(C)(C)C)cc2)c1,0.5,-5,-7,nt,16,-27,3,2.3,-1.3
COc1ccccc1-n1c(-c2ccc(Cl)cc2)c[nH]c1=S,0.5,12,2,-5,18,1,-11,-1.1,-1.7
COc1cccc(NC(=S)NCc2ccccn2)c1,0.3,3,-18,nt,15,-24,36,-0.6,2.0
CCOC(=O)/C(=C\c1cccc(O)c1)c1nc2sc(C)c(C)c2c(=O)[nH]1,0.3,28,-36,5,-84,2,-2,-0.3,0.5
COc1cc(OC)c(/C=N/NC(=O)Cn2nc([N+](=O)[O-])cc2C)c(OC)c1,-0.1,0,-15,-6,3,-19,-16,1.1,0.2

# Next part.
compound,TRPML3 agonist,Runt-SMMHC FRET,EBV gp42 inh,MDM2 E3 inh,CHOP inh,NCF1 inh,PPC-1+TRAIL kill,zfTRPN1 agonist,TNF necrop inh
COc1ccc(C2c3c(-c4cc(Cl)c(C)cc4O)n[nH]c3C(=O)N2Cc2cccnc2)cc1OC (centres undefined),-0.1,3,11,-6,36,3,7,0.1,-7.0
Cn1c(OCc2cccnc2)nc2c1c(=O)n(Cc1ccc(F)cc1)c(=O)n2C,0.6,-2,-16,0,21,-2,-4,2.4,-3.4
CSc1ncccc1C(=O)OCC(=O)c1ccc2c(c1)NC(=O)CO2,0.7,0,-12,4,-13,-7,0,-0.4,-1.5
COc1ccc(Cl)cc1N(C(C)C(=O)NC1CCCC1)S(C)(=O)=O (centres undefined),0.0,0,-4,-16,5,-12,21,-0.8,-0.1
CCOCCCNC(=O)CCNS(=O)(=O)c1ccc(C)cc1,0.3,0,-12,-27,-26,-1,4,0.1,0.4
COc1ccc(Nc2cc(C)nc(N3CCOCC3)n2)cc1,0.0,-54,4,-19,-8,-2,-4,-1.0,-3.4
Cc1ccccc1NC(=O)c1cc([N+](=O)[O-])ccc1NCCN1C(=O)CCC1=O,0.8,0,-2,3,6,nt,-19,-0.2,0.1

# From PubChem BioAssay
